USP1-UAF1 inh: USP1/UAF1 (human) deubiquitinase inhibition; recombinant USP1/UAF1, Ub-Rhodamine cleavage fluorescence; O94782; 390,000 tested, 0.23% active; AID 743255; Potency, µM (highest dose often 57.1 µM), for inactives: at the highest dose activity change, negative = inhibition, most hits filed as inhibitors; note: potency is the fitted concentration of half-maximal effect; % is set by controls: 0 for no effect and ±100 for the full control effect; nearly all actives have a fitted effect of over 60% in size; inactives centre near -12
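High-throughput fluorogenic screen: 1nM USP1/UAF1 complex, Ub-Rho substrate 150nM final, 50mM HEPES pH 7.8 with 0.5mM EDTA, 0.1 mg/ml BSA, 1mM TCEP and 0.01% Tween-20.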
GLS inh: inhibitors of human glutaminase (GLS). AID 624170. O94925. 410,000 tested, 0.21% active. Potency, µM (titrated, usually from 45.5 µM), for inactives: at the top dose activity change, negative = inhibition, actives largely listed as inhibitors. GLS enzymatic activity, qHTS titration; note: potency is the fitted concentration of half-maximal effect; % is set by controls: 0 for no effect and ±100 for the full control effect
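hKGA in 45 mM KH2PO4 (pH 8.2), 0.02% Tween-20 with compound, then 1mM L-Glutamine (stock as added) plus glutamate oxidase/HRP/Amplex red coupling mix. Fluorescence read initially and after 30 min at RT; signal change reflects glutamate formation.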
TrxR1 substrate: is turned over as a substrate by rat TrxR1; O89049; purified TrxR1 substrate turnover, NADPH consumption readout; Potency, µM (titrated, usually from 114 µM), inactives show top-dose activity change, negative = substrate turnover; 390,000 tested, 0.01% active; note: potency is the fitted concentration of half-maximal effect; % is set by controls: 0 for no effect and ±100 for the full control effect; nearly all actives have a fitted effect of over 50% in size
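Rat TrxR1, dispensed at 90 nM, was prereduced with 400 uM NADPH (final) for 5 min at ~22 deg C, then incubated with compound 15 min before 400 uM selenite. A first-read NADPH fluorescence drop versus no-compound background flagged substrates.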
PGK inhibitor: blocks T. brucei phosphoglycerate kinase. PGK/GAPDH coupled, Kinase-Glo luminescence, 60 min. Potency, µM (highest dose often 57.5 µM), inactives show at the top dose activity change, negative = inhibition, most hits filed as inhibitors. AID 602233. 380,000 tested, 0.043% active. P07378; note: potency is the fitted concentration of half-maximal effect; % is set by controls: 0 for no effect and ±100 for the full control effect; nearly all actives have a fitted effect of over 60% in size
Target sequence (P07378 whole entry, looked up): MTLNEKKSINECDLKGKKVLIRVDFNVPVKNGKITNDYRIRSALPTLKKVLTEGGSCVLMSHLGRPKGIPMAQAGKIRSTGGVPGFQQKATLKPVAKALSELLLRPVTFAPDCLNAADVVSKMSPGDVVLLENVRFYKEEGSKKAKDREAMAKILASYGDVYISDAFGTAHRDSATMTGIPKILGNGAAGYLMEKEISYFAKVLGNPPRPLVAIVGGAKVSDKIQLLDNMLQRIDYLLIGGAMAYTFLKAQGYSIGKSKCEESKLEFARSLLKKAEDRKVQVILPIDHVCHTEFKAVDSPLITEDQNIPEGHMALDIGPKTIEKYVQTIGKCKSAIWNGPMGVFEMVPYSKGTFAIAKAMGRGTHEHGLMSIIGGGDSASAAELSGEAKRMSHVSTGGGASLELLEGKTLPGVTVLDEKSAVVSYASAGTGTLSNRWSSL
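Recombinant glycosomal PGK reaction used 1,3-bisphosphoglycerate generated in-well by GAPDH (100nM final) in 100mM TEA pH 7.6, 5mM MgCl2, 0.01% Tween-20. After 60 minutes at room temperature, ATP was read by Kinase-Glo Plus luminescence end-point.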
IDH1 R132H inh: inhibitors of human mutant IDH1 R132H; IDH1-R132H enzyme, NADPH consumption, diaphorase/resazurin fluorescence; Potency, µM (titrated, usually from 76.6 µM), for the others: top-dose activity change, negative = inhibition, actives largely listed as inhibitors; 390,000 tested, 0.093% active; note: potency is the fitted concentration of half-maximal effect; % is set by controls: 0 for no effect and ±100 for the full control effect; nearly all actives have a fitted effect of over 65% in size
Target sequence (O75874 whole entry R132H, stated change not applied): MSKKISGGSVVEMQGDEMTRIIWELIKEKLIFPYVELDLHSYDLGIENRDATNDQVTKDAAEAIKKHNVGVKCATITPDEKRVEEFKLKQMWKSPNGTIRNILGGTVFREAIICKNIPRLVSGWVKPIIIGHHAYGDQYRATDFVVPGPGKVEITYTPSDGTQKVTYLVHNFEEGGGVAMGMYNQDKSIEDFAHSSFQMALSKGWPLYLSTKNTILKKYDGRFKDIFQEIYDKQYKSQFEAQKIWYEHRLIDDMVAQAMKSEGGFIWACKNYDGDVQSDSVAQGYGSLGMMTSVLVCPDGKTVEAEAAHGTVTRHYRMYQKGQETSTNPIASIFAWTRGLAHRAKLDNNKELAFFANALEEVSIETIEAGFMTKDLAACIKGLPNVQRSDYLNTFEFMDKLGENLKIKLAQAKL
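IDH1-R132H (0.5 ug/mL dispensed) in pH 7.5 Tris buffer was preincubated 30 min with compound, then given a substrate mix of 0.016 mM NADPH and 2 mM alpha-KG for 80 min at room temperature; remaining NADPH was read by diaphorase/resazurin fluorescence.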
Pin1 inh: blocks the human prolyl isomerase Pin1 | Pin1 FP peptide displacement, HiFluor488, 10 min | Q13526 | 390,000 tested, 0.009% active | Potency, µM (series often up to 115 µM), without a hit: top-dose activity, negative = inhibition, most hits filed as inhibitors; active = well fitted inhibition curve with a large enough effect in the polarisation, with a control signal flat, not every such curve was filed as active; inconclusive = small, poorly fitted or top-dose-only effect, or effect the other way, or a change in a side signal; inactive = no such curve, though single readings can be large or run the other way; the % refers to the polarisation; note: potency is the fitted concentration of half-maximal effect; % is set by controls: 0 for no effect and ±100 for the full control effect
rTrxR1 inhibitor: rat TrxR1 inhibition; O89049; Potency, µM (series often up to 114 µM), for inactives: top-dose activity change, negative = inhibition, hits mostly inhibitors; AID 588453; 390,000 tested, 1% active; recombinant rTrxR1, NADPH fluorescence consumption, selenite substrate; note: potency is the fitted concentration of half-maximal effect; % is set by controls: 0 for no effect and ±100 for the full control effect; nearly all actives have a fitted effect of over 65% in size
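Rat TrxR1 (90 nM in the dispensed reagent) was pre-reduced with 400 uM NADPH for 5 min at room temperature, then incubated with compound for 15 min. After 400 uM selenite was added, NADPH fluorescence (Ex 340/Em 450 nm) was followed for 8 min.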
PI4K2A block: PI4K2A (human) kinase inhibition; Q9BTU6; purified PI4K2A, ADP-Glo luminescence, 1 h; hits give low values; activity change, negative = inhibition, % at 76.9 µM; 420,000 tested, 0.13% active; in the data active = activity change below about -50%; inconclusive = mostly about -30% to -49%;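 note: -100% = wells without enzyme as full effect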
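In this quantitative HTS, ADP production by PI4K2A was quantified luminescently after 1 h at ambient temperature; 100 microM adenosine served as plate-quality control.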
HP1b binding inh: inhibitors of HP1-beta chromodomain binding to methylated histone tails; P83916; AlphaScreen HP1-beta / biotin-H3K9me3 peptide binding; Potency, µM (series often up to 114 µM), for the others: top-dose activity change, negative = inhibition, hits mostly inhibitors; 390,000 tested, 0.56% active; AID 540317; note: potency is the fitted concentration of half-maximal effect; nearly all actives have a fitted effect of over 70% in size; inactives centre near 23
Target sequence (P83916 whole entry, looked up): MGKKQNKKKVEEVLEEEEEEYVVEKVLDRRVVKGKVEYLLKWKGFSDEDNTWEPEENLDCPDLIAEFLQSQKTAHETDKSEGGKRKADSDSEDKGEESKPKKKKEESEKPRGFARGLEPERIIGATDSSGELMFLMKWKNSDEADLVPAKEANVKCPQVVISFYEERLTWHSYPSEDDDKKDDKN
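Compound inhibition of the preformed complex between 50 nM HP1-beta and 50 nM biotinylated H3K9me3 peptide was read by AlphaScreen. Buffer was PBS pH 7.4 with 0.01% Tween-20. Incubations ran 30 min at room temperature, with 10 ug/mL donor/acceptor beads.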
* marks the source's active call; other numbers are inactive results; i = inactive; u = inconclusive; x = not tested or not shown; [ ] = another dose, or the depositor's remark. Unless noted, calls come from the whole dose curve; as a rule, active = well fitted curve in the direction sought with a large enough effect; inconclusive = small, poorly fitted or top-dose-only effect, or another doubt; inactive = no such curve, though single readings can be large; an effect the other way counts as inactive or inconclusive. Some of the compounds tested; the hit share may differ from the screen's.

USP1-UAF1 inh	GLS inh	TrxR1 substrate	PGK inhibitor	IDH1 R132H inh	Pin1 inh	rTrxR1 inhibitor	PI4K2A block	HP1b binding inh	structure
-17%	3%	2%	x	5%	-1%	8%	-2	32%	CCC(C)NC(=O)c1ccccc1NC(=O)C1COc2ccccc2O1 (stereo unspecified)
-8%	7%	2%	0%	3%	3%	8%	-4	45%[activator]	O=[N+]([O-])c1cc(-c2nc(-c3ccccn3)no2)ccc1NCc1ccccc1
-18%	-2%	x	-7%	17%	x	x	0	x	Cc1noc(C)c1CSCC(=O)OCC(=O)Nc1ccc(OC(F)(F)F)cc1
-11%	-3%	-2%	i	8%	1%	3%	3	77%[activator]	Cc1cc(OCC(=O)NC(C)C)cc(C)c1Cl
0%	13%	11%[57.1 µM]	3%	-1%	-2%	12%[57.1 µM]	2	42%[activator]	CCOC(=O)c1cnc(SC)nc1Oc1cccc(NC(=O)c2cccc(Cl)c2Cl)c1
-13%	-1%	-8%	-3%	1%	-10%	-6%	0	27%	Cc1cc2cc(C)c3nnc(SCC(=O)Nc4ccc(S(=O)(=O)N5CCCCC5C)cc4)n3c2cc1C (stereo unspecified)
-21%	0%	2%	i	5%	4%	19%	-2	58%[activator]	COc1ccccc1C(=O)Nc1ccnn1C1CCN(C(=O)C(C)(C)C)CC1
-13%	-4%	144%[activator][57.1 µM]	-3%	3%	-6%	57%[activator][57.1 µM]	3	48%[activator]	Cn1c(=N)c(S(=O)(=O)c2ccccc2)cc2c(=O)n3ccccc3nc21
-15%	-1%	4%	-4%	-8%	-1%	20%	2	-17%	CCCCn1nc(CC(=O)NCCN(CC)CC)c2ccccc2c1=O
-23%	-3%	-2%	-1%	-5%	0%	11%	6	44%[activator]	CCCCn1c(N)c(N(CC(C)C)C(=O)CCCSc2nncs2)c(=O)[nH]c1=O
-15%	-11%	8%[0.0914 µM]	-7%	5%	31%[activator]	16%[57.1 µM]	0	8%	O=C(Nc1cc(Br)ccc1O)c1cc(-c2ccco2)on1
-24%	-7%	23%[57.1 µM]	-3%	2%	11%	10%[57.1 µM]	2	-31%	COc1ccc(-c2nc(C#N)c(NCCc3ccccc3)o2)cc1OC
-1%	10%	-4%	-7%	2%	0%	11%[57.1 µM]	7	3%	Cc1ccc(C=Nc2cc([N+](=O)[O-])ccc2C)s1
7%	26%	5%	-13%	-13%	-2%	13%	1	18%	COc1cccc2c1Oc1ncccc1N(C(=O)CCC(=O)NCc1ccc(N(C)C)cc1)C2
-3%	1%	2%	1%	-6%	-2%	16%	1	39%[activator]	CCOc1ccccc1C(=O)N1CCCCC1CCN1CCOCC1 (stereo unspecified)
-7%	-4%	0%	i	-12%	-8%	-5%	-4	21%	Cc1c2cnn(CC(=O)NCCc3ccccc3)c(=O)c2c(C)n1Cc1ccccc1
-4%	7%	4%[57.1 µM]	-4%	15%	0%	8%[57.1 µM]	5	4%	COc1cccc(CC(NC(C)=O)C(=O)NC2CCN(C(=O)NCc3ccccc3)CC2)c1 (stereo unspecified)
-6%	15%	0%[57.1 µM]	-8%	-3%	0%	-12%[57.1 µM]	8	10%	N#CC1=C(SCc2ccccc2)NC(=O)CC1c1ccc(O)cc1 (stereo unspecified)
-25%	1%	49%[activator]	i	-9%	25%	38%[activator]	-3	u	N#Cc1nc(-c2ccc(COc3ccccc3)o2)oc1N1CCCCC1
-13%	4%	0%	1%	3%	-5%	1%	0	42%[activator]	CC(C)CC1Nc2ncnc(N3CCOCC3)c2N(Cc2ccc(Br)cc2)C1=O (stereo unspecified)

Look-ups from the results shown.
Entry for CCOc1ccccc1C(=O)N1CCCCC1CCN1CCOCC1 (stereo unspecified) in IDH1 R132H inh: -6%
Entry for N#CC1=C(SCc2ccccc2)NC(=O)CC1c1ccc(O)cc1 (stereo unspecified) in USP1-UAF1 inh: -6%

Arranged by the number under TrxR1 substrate (low to high): some entries from above
mol	USP1-UAF1 inh	GLS inh	TrxR1 substrate	PGK inhibitor	IDH1 R132H inh	Pin1 inh	rTrxR1 inhibitor	PI4K2A block	HP1b binding inh
Cc1ccc(C=Nc2cc([N+](=O)[O-])ccc2C)s1	-1%	10%	-4%	-7%	2%	0%	11%[57.1 µM]	7	3%
Cc1cc(OCC(=O)NC(C)C)cc(C)c1Cl	-11%	-3%	-2%	i	8%	1%	3%	3	77%[activator]
CC(C)CC1Nc2ncnc(N3CCOCC3)c2N(Cc2ccc(Br)cc2)C1=O (stereo unspecified)	-13%	4%	0%	1%	3%	-5%	1%	0	42%[activator]
COc1ccccc1C(=O)Nc1ccnn1C1CCN(C(=O)C(C)(C)C)CC1	-21%	0%	2%	i	5%	4%	19%	-2	58%[activator]
CCCCn1nc(CC(=O)NCCN(CC)CC)c2ccccc2c1=O	-15%	-1%	4%	-4%	-8%	-1%	20%	2	-17%
COc1cccc2c1Oc1ncccc1N(C(=O)CCC(=O)NCc1ccc(N(C)C)cc1)C2	7%	26%	5%	-13%	-13%	-2%	13%	1	18%

(listing goes on)
USP1-UAF1 inh	GLS inh	TrxR1 substrate	PGK inhibitor	IDH1 R132H inh	Pin1 inh	rTrxR1 inhibitor	PI4K2A block	HP1b binding inh	structure
-6%	2%	-11%	i	-7%	3%	5%[57.1 µM]	6	11%	Cc1ccccc1NC(=O)Cc1nc(-c2ccc3ccccc3c2)cs1
-25%	18%	-5%	-1%	0%	-8%	8%	-7	13%	COc1ccc(N2CCOCC2)c(NC(=O)c2ccc(Br)o2)c1
-3%	u	-5%	-1%	-5%	1%	-1%	-2	-19%	COc1ccc(Nc2nc(-c3ccc(OC)cc3)c(CCC(=O)O)s2)cc1
-16%	-1%	0%	-8%	7%	-10%	6%	5	12%	CCOc1ccc(NC(=O)CN(C)C(=O)CN2C(=O)c3ccc([N+](=O)[O-])cc3C2=O)cc1OCC
1%	30%[activator]	-25%[57.1 µM]	i	8%	-8%	9%[57.1 µM]	-6	49%[activator]	O=C1c2cccc([N+](=O)[O-])c2C(=O)N1c1ccccc1
-27%	2%	2%	5%	-4%	1%	-3%	-3	26%	CC1CC(C)CN(CCCNS(=O)(=O)c2ccc3c(c2)CCN3C(=O)C2CC2)C1 (stereo unspecified)
-10%	-5%	-4%	8%	2%	u	u	0	33%	Oc1ccccc1C1=Nc2ncnn2C(c2ccc(F)cc2)C1 (stereo unspecified)
-3%	2%	13%[57.1 µM]	-3%	-3%	-11%	31%[activator][57.1 µM]	0	33%[activator]	C=CCn1c(COc2cccc3ccc(C)nc23)nnc1SCC(=O)O
-18%	0%	3%	3%	1%	-3%	21%	3	10%	O=C(CN1C(=O)NC2(CCCC2)C1=O)Nc1ccccc1C(F)(F)F
-14%	10%	3%	10%	-1%	1%	15%	-2	31%	CCc1ccc2c(COC(=O)C3CSC4(C)CCC(=O)N34)cc(=O)oc2c1 (stereo unspecified)
-17%	-15%	0%	-3%	-15%	-7%	9%	-5	24%	O=C(Cn1c(=O)c2cc(Cl)ccc2n2nncc12)Nc1ccccc1
-8%	-14%	-3%	-5%	-2%	-9%	8%	0	u	Cc1cccc(N=Nc2cnc(N)s2)c1
-24%	-8%	6%[57.1 µM]	-9%	1%	-3%	18%[57.1 µM]	-2	5%	O=C(CN(Cc1ccccc1)C(=O)c1csnn1)NCCc1ccccc1
-10%	1%	-1%	-4%	-4%	0%	-12%	5	31%	COc1cccc(C=NNC(=O)CCCC(=O)NN=Cc2cccc(OC)c2)c1
-19%	2%	8%[57.1 µM]	4%	-5%	-1%	33%[57.1 µM]	2	16%	Cn1c(=O)c(C(=O)CN2CCCCCC2)c(N)n(Cc2ccccc2)c1=O
x	x	-4%	x	x	1%	-3%	x	53%[activator]	CC(C)(C)C(=O)OCCNc1nc(-c2cccs2)nc2ccccc12
-24%	-2%	x	-7%	-3%	x	x	-2	x	CCN(CC(=O)Nc1c(F)cccc1F)C(=O)C1CCCO1 (stereo unspecified)
-20%	4%	-2%	2%	-3%	4%	10%	-2	11%	CC(OC(=O)c1cccnc1)C(=O)NCc1ccc2c(c1)OCO2 (stereo unspecified)
-3%	25%	0%	-5%	2%	10%	14%	-1	-13%	CN(C)c1ccc(NC(=O)CN2CCC(C(=O)c3ccc(F)cc3)CC2)cc1
u	-4%	52%[activator][57.1 µM]	8%	-7%	u	-20%[57.1 µM]	-7	62%[activator]	COc1ccccc1-c1oc2ccccc2c1C#CCCO
-12%	39%[activator]	-5%	-6%	-9%	-4%	7%	-2	12%	O=C(Cc1ccccc1)Nc1ccccc1N1CCCC1
-9%	2%	2%[57.1 µM]	-1%	4%	1%	15%[57.1 µM]	5	41%[activator]	CC1(C)OC(=O)C=C[C@]2(C)[C@H]3CC[C@@]4(C)[C@H](C(=O)O)OC(=O)[C@H]5O[C@]54[C@]3(C)C(=O)C[C@@H]12
-16%	18%	8%[57.1 µM]	0%	-6%	-9%	-2%[57.1 µM]	2	-7%	COc1ccc(NC(=O)N(C)C[C@H]2Oc3ccc(NC(=O)Nc4ccc5c(c4)OCO5)cc3C(=O)N([C@H](C)CO)C[C@@H]2C)cc1

High-throughput results as filed in PubChem.
